Source: PubChem
S3 lipid droplet: qHTS Assay for Lipid Storage Modulators in Drosophila S3 Cells | 0.64% of 320,000 active | Drosophila S3 cells, BODIPY lipid droplet fluorescence, 18-24 h; cells fed with added oleic acid | lipid storage change, negative = inhibition, % at the top dose, mostly 46.1 µM; hits show Potency in µM | AID 2685; active = well fitted inhibition curve with a large enough effect in the signal ratio, with a control signal flat, not every such curve was filed as active; inconclusive = small, poorly fitted or top-dose-only effect, or effect the other way, or a change in a side signal; the % refers to the signal ratio
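Drosophila S3 cells got compounds at several concentrations plus oleic acid (400 uM solution). Laser-scanning cytometry with 488 nm excitation read lipid droplets at 500-530 nm and cells at 575-640 nm. Percent activity was relative to 20 uM Triacsin C.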
S3 lipid droplet cell count max: further read-out of S3 lipid droplet, marked with its call; cell number change, %; measured here: cell count max response;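 cells counted by Cell Tracker Red CMTPX staining in the red channel; peak over a dose series mostly up to 46.1 µM; percent activity relative to internal control wells on each plate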
Active calls of the source: *; i = inactive; u = inconclusive; x = not tested or not shown. % is scaled to controls: 0 for no effect and ±100 for the full control effect; potency is read from the fitted curve at half-maximal effect. Not all compounds are listed; count on the stated rates, not on these rows.

SMILES	S3 lipid droplet	S3 lipid droplet cell count max
O=C(Nc1ccc([N+](=O)[O-])cc1)Nn1cnnc1	4%	6
O=c1[nH]c(=O)c2nnc(N/N=C\c3ccc(O)cc3)nc2[nH]1	1%	0
COc1ccc(C2/C=C\CN(Cc3ccco3)CC(=O)N2Cc2ccc(F)cc2)cc1 (stereo unspecified)	9%	11
Cc1cc(C(=O)NCc2cccs2)no1	u	x
CCOc1ccc(OCCCCNC(C)(C)C)cc1	-15%	1
Cc1onc(-c2ccccc2)c1CNS(=O)(=O)c1cccc(Cl)c1	9%	18
CCOC(=O)N/N=C\c1ccccc1OC/C=C/c1ccccc1	u	x
O=C(Nc1ccc(S(=O)(=O)Nc2nccs2)cc1)/C(=C/c1ccccc1Cl)NC(=O)c1ccccc1	9%	15
O=C(Cn1nc(-c2ccccc2)ccc1=O)NCc1ccc(F)cc1	4%	3
CC(C)C[C@H](NC(=O)[C@@H](Cc1ccccc1)n1c(=O)[nH]c2ccccc2c1=O)C(=O)N[C@@H](Cc1ccccc1)C(=O)O	u	x
CNC(=O)NC1CCCc2ccccc21 (stereo unspecified)	4%	-8
COC(=O)c1ccc2c(c1)S(=O)(=O)NC(=NCc1ccco1)S2	2%	x
Cc1nn(C)c(C(=O)N/N=C/c2ccccc2)c1[N+](=O)[O-]	u	x
Cc1ncsc1CCC(=O)N1CCCC(C(=O)c2ccc3c(c2)OCO3)C1 (stereo unspecified)	u	x
Cc1cc(SCc2cc(=O)n3ccsc3n2)nc2ccccc12	u	x
C=CCc1cccc2cc(C(=O)Nc3ccc(S(=O)(=O)Nc4nnc(CC)s4)cc3)c(=O)oc12	10%	2
O=C(NCC1CCNCC1)c1ccncc1	2%	2
CC1=CC(C)(C)N(C(=O)CSc2nncn2C)c2ccccc21	8%	19
CC(N=Cc1cc([N+](=O)[O-])ccc1O)c1ccccc1 (stereo unspecified)	0%	-1
O=C(/C=C/c1ccc(Br)o1)OCc1nc2ccsc2c(=O)[nH]1	14%	0
Cc1[nH]nc2c1C1(CCOCC1)C(C#N)=C(N)O2	u	x
CCCCNC(=S)Nc1ccc(OC)nc1	u	x
Cc1sc2ncnc(SCC(=O)c3ccc4c(c3)OCCO4)c2c1-c1ccccc1	u	x
Nc1ccc(S(=O)(=O)Nc2nccc(/C=C/c3ccc(Br)s3)n2)cc1	-10%	12
CSCC[C@H](NC(=O)[C@@H]1CSC2c3ccccc3C(=O)N21)C(=O)N1CCC[C@H]1CO (stereo partly specified)	u	x
O=C(CSc1nc2ccccc2o1)Nc1nc(-c2ccccc2)c(-c2ccccc2)s1	-29%	28
CC(C)(/C=N/O)/[N+]([O-])=C/C=[N+](\[O-])C(C)(C)/C=N/O	3%	2
O=C(Nc1nc(-c2nc3ccccc3s2)cs1)c1ccc(S(=O)(=O)N2CCOCC2)cc1	-23%	-23
Cc1ccnc(NS(=O)(=O)c2ccc(NS(=O)(=O)c3cc(Cl)ccc3Cl)cc2)n1	u	x
Cc1ccsc1/C=C/C1=Cc2c(sc(NC(=O)CSc3n[nH]c(N)n3)c2C#N)C(C)(C)C1	u	x
CN(C(=O)C12CC3CC(CC(C3)C1)C2)C1(C)CCS(=O)(=O)C1 (stereo unspecified)	u	x
COc1ccc(-c2cc(CCCC(=O)NCCc3ccc(OC)cc3OC)no2)cc1	-13%	x
N#Cc1cc2cc3c(cc2nc1SCC(=O)N1CCOCC1)OCCO3	u	x
Cc1c(N=N/C(C(=O)Nc2ccccc2)=C(/O)c2ccccc2)c(=O)n(-c2ccccc2)n1C	u	x
COC(=O)c1ccc(NC2=C(Cl)C(=O)OC2OC(=O)c2ccccc2)cc1 (stereo unspecified)	4%	1
COc1cc(C(=O)Nc2ccc(S(=O)(=O)Nc3cc(C)on3)cc2)cc(OC)c1OC	u	x
CNC(=S)NNC(=O)c1cc(C(C)(C)C)nn1Cc1ccc(F)cc1	u	x
CCN(CC(=O)Nc1c(F)cccc1F)C(=O)/C=C/c1c(C)nn(-c2ccc(F)cc2)c1C	u	x
CCOc1ccc(NC(=O)COc2cccc3c2CCN(Cc2cccnc2)C3=O)cc1	i	-17
CC12CC3CC(C)(C1)CC(NCc1ccncc1)(C3)C2	-1%	0
O=C(COc1ccc(S(=O)(=O)N2CCOCC2)cc1)NC1CCCCC1	u	x
Clc1cc(Br)ccc1OCCN1CCOCC1	u	x
Cc1cccnc1NC(=S)Nc1ncccc1C	-1%	-6
CSc1nnc2c(n1)c(C)nn2-c1ccc(C)cc1	-13%	x
CC1=C(C(=O)NC2CCCC(C)C2C)C2(CCCCC2)OC1=O (stereo unspecified)	22%	x
CCOC(=O)C1=C(C)NC(C)=C(C(=O)OCC)C1C(=O)OCC(=O)NC	i	x
CC(C)CC(=O)N1CCN(Cc2ccccc2[N+](=O)[O-])CC1	13%	-1
COc1ccc(Cl)cc1NC(=O)c1c(-c2ccccc2)noc1C	u	x
CC1C/C(=N\NC(=O)c2ccc([N+](=O)[O-])cc2)CC(C)(C)C1 (stereo unspecified)	u	x
Cc1ccc(-c2noc(C3CCCN(C(=O)c4ccccc4)C3)n2)o1 (stereo unspecified)	u	x
CCOc1ccccc1N=NC1C(=O)N(C(N)=S)N=C1C (stereo unspecified)	-2%	0
Cc1ccc(F)cc1CNC(=O)C1CCC(=O)N(CCc2ccccc2)C1 (stereo unspecified)	u	x
CCN(CC)C(=O)CSc1nc2c(sc(=S)n2-c2ccccc2)c(=O)n1-c1ccccc1OC	u	x
CC(=O)NC(Cc1ccc(F)cc1)C(=O)NC1CCN(C(=O)Nc2cccc(C)c2)CC1 (stereo unspecified)	u	x
Clc1ccc(C2Nc3cccc4cccc(c34)N2)cc1Cl	u	x
COc1cccc(CNC(=O)c2ccc3c(c2)N(C)CCS3)c1OC	u	x
O=c1c2sccc2nc(SCc2ccc([N+](=O)[O-])cc2)n1Cc1ccccn1	u	x
Cc1nc2cc(NC(=O)CSc3nc4c(C)cccc4cc3C#N)ccc2s1	i	-14
Cc1ccc(C(=O)N2CCOCC2)c(F)c1F	24%	x
CCCSc1ccc([C@@H]2[C@H]3C(=O)N(CC)C(=O)[C@H]3[C@]3(C(=O)OC)CCCN23)cc1OC	14%	12
New compounds follow
SMILES	S3 lipid droplet	S3 lipid droplet cell count max
CCN(CC(=O)NCc1ccc(F)cc1)C(=O)c1ccc(Cl)cc1	u	x
O=C(C[n+]1cccc(CNC(=O)c2ccc(OC(F)F)cc2)c1)Nc1cc(C(F)(F)F)ccc1Cl	3%	13
CCn1c(C)nc2cc(C(=O)NNC(=S)Nc3ccc(F)cc3)ccc21	10%	2
CCOc1ccc(S(=O)(=O)N(C)CC(=O)N2CCN(CC)CC2)cc1	u	x
Cc1ccc(NC(=O)CSc2nc3ccccc3c(=O)n2Cc2cccs2)cc1	-6%	0
CCOc1nc(N2CCOCC2)nc(C)c1[N+](=O)[O-]	u	x
COc1ccc(C(=O)CSc2nnc(-c3cccs3)n2-c2ccccc2)cc1	u	x
COC(=O)c1ccccc1NC(=O)CSc1nc2ccccc2c(=O)[nH]1	i	-24
O=C(COc1ccc(Br)cc1CNCCCN1CCOCC1)Nc1ccccc1	-5%	-10
CCOC(=O)C(C)n1cnc2c1c(=O)[nH]c(=O)n2C (stereo unspecified)	-1%	-13
CC(C)Oc1cccc(C(=O)C2CCCN(Cc3cccn3-c3ccccn3)C2)c1 (stereo unspecified)	-3%	-9
CC(=O)NCCc1ccc(S(=O)(=O)Nc2cccnc2)cc1	u	x
CCOC(=O)c1ccc2c(c1)nc(COc1ccc3ccccc3c1)n2CC	u	x
CCCC(=O)Nc1ccc(S(=O)(=O)N2CCCC2)cc1	i	x
Cc1nc(-c2ccc(F)cc2)c(CC(=O)N(C)CC(=O)Nc2ccccc2Cl)s1	-45%	-1
Cc1cccc(-c2nc(CS(=O)CC(=O)NC3CCCCC3)c(C)o2)c1 (stereo unspecified)	u	x
Cc1ccccc1C1NC(c2ccccc2C)C([N+](=O)[O-])C(C)(C)C1[N+](=O)[O-] (stereo unspecified)	13%	10
CN(C(=O)c1sc2nc(N3CCOCC3)c3c(c2c1N)CCCC3)c1ccccc1	9%	3
NNC(=O)CC12CC3CC(C1)CC(n1ncnn1)(C3)C2	u	x
CN(C)CCNC(=O)CCn1nc(-c2ccc(Cl)cc2)ccc1=O	-10%	-4
O=C(CN1C2CCCC1CC(NC(=O)c1ccco1)C2)Nc1ccccc1C(F)(F)F (stereo unspecified)	7%	2
COc1ccccc1CNC(=O)/C=C/c1ccc(Br)o1	7%	14
Cc1cc(Cl)c(S(=O)(=O)Nc2ccc3c(c2)OCCO3)cc1OCC(N)=O	u	x
O=C(NNC1CC(=O)N(c2ccc(Br)cc2)C1=O)c1cccnc1 (stereo unspecified)	-4%	0
CCC(C(=O)Nc1ccc(S(=O)(=O)N(C)C2CCN(C)CC2)cc1)c1ccccc1 (stereo unspecified)	5%	-4
COc1ccc(-c2ccc(SCC(=O)N3CC(=O)Nc4ccccc43)nn2)cc1	u	x
COc1ccc([C@H]2CC(=O)C=C(c3ccc(C(=O)O)cc3)C2)cc1OC	u	x
Cc1ccc(Cl)cc1NC(=O)C(NS(=O)(=O)c1cccs1)c1ccccc1 (stereo unspecified)	u	x
CCOC(=O)c1cc2c(C(F)(F)F)cc(-c3ccccc3)nc2o1	-14%	5
CCC1CCCCN1C(=O)CSc1nc2c(c(=O)n(C)c(=O)n2C)n1C (stereo unspecified)	0%	6
O=C1/C(=C/c2coc3ccc(O)cc3c2=O)SC(=S)N1c1ccccc1	u	x
Nn1c(SCC(=O)Nc2ccc(N3CCOCC3)cc2)nnc1-c1cccc(F)c1	-4%	5
O=C(CSc1nnc(-c2cccs2)n1-c1ccccc1)N1CCOCC1	u	x
CCS(=O)(=O)N1CCN(C(=O)c2cccc3ccccc23)CC1	i	18
C=CCNC(=S)Nc1ccc(F)cc1F	4%	9
COc1cccc(CN2CCNC(=O)C2CC(=O)N(C)Cc2cnccn2)c1OC (stereo unspecified)	3%	-15
O=C(O)c1ccc(Nc2nc(-c3cccnc3)cs2)cc1	u	x
COc1ccc(C2=NO[C@@](CC(=O)O)(C(=O)Nc3ccc4c(c3)OCCO4)C2)cc1	1%	x
Cc1ccc(N(CC(=O)N/N=C/c2cc(C)n(-c3ccccc3C)c2C)S(C)(=O)=O)cc1	-12%	-5
CN(C(=S)NC(=O)c1ccc(Cl)cc1)C1CCCCC1	u	x

Molecules from the list above that contain a CF3 group:
SMILES	S3 lipid droplet	S3 lipid droplet cell count max
O=C(C[n+]1cccc(CNC(=O)c2ccc(OC(F)F)cc2)c1)Nc1cc(C(F)(F)F)ccc1Cl	3%	13
O=C(CN1C2CCCC1CC(NC(=O)c1ccco1)C2)Nc1ccccc1C(F)(F)F (stereo unspecified)	7%	2
CCOC(=O)c1cc2c(C(F)(F)F)cc(-c3ccccc3)nc2o1	-14%	5

(next part)
SMILES	S3 lipid droplet	S3 lipid droplet cell count max
Cc1cc(C)cc(OCC(=O)OC(C)C(=O)Nc2c(C)n(C)n(-c3ccccc3)c2=O)c1 (stereo unspecified)	-7%	-11
Cc1nc(C)c(-c2nnc(-c3ccc(C(C)(C)C)cc3)o2)cc1C(=O)NN	u	x
Cc1ccc(-n2cc(CN(C)CCc3cn[nH]c3)c(-c3cccc(C)c3)n2)cc1	1%	0
O=C(O)CN1C(=O)NC2NC(=O)NC21 (stereo unspecified)	u	x
O=C(CCC1CCCC1)NCCCN1CCOCC1	u	x
Cc1cccc(NC(=S)NCc2ccc3c(c2)OCO3)c1	u	x
Cc1noc(C)c1Cc1c(Cl)cccc1Cl	u	x
CC1CCN(C(=O)c2ccc(-c3ccccc3Cl)o2)CC1	u	x
CN(C)c1ccc(/C=C2\SC(=S)N(Nc3ncc(C(F)(F)F)cc3Cl)C2=O)cc1	u	x
CC(=NCCc1c(C)[nH]c2ccc(OC(F)(F)F)cc12)C1=C(O)CC(c2ccccc2)CC1=O (stereo unspecified)	-1%	-21
CCCNc1nc2c(c(=O)n(C)c(=O)n2C)n1CCc1ccccc1	u	x
CCOC(=O)c1cnc(SC2CC(=O)N(c3ccccc3)C2=O)nc1N (stereo unspecified)	u	x

Of the compounds above, these have a Cl atom:
SMILES	S3 lipid droplet	S3 lipid droplet cell count max
Cc1onc(-c2ccccc2)c1CNS(=O)(=O)c1cccc(Cl)c1	9%	18
O=C(Nc1ccc(S(=O)(=O)Nc2nccs2)cc1)/C(=C/c1ccccc1Cl)NC(=O)c1ccccc1	9%	15
Cc1ccnc(NS(=O)(=O)c2ccc(NS(=O)(=O)c3cc(Cl)ccc3Cl)cc2)n1	u	x
COC(=O)c1ccc(NC2=C(Cl)C(=O)OC2OC(=O)c2ccccc2)cc1 (stereo unspecified)	4%	1
Clc1cc(Br)ccc1OCCN1CCOCC1	u	x
COc1ccc(Cl)cc1NC(=O)c1c(-c2ccccc2)noc1C	u	x
Clc1ccc(C2Nc3cccc4cccc(c34)N2)cc1Cl	u	x
CCN(CC(=O)NCc1ccc(F)cc1)C(=O)c1ccc(Cl)cc1	u	x
O=C(C[n+]1cccc(CNC(=O)c2ccc(OC(F)F)cc2)c1)Nc1cc(C(F)(F)F)ccc1Cl	3%	13
Cc1nc(-c2ccc(F)cc2)c(CC(=O)N(C)CC(=O)Nc2ccccc2Cl)s1	-45%	-1
CN(C)CCNC(=O)CCn1nc(-c2ccc(Cl)cc2)ccc1=O	-10%	-4
Cc1cc(Cl)c(S(=O)(=O)Nc2ccc3c(c2)OCCO3)cc1OCC(N)=O	u	x
Cc1ccc(Cl)cc1NC(=O)C(NS(=O)(=O)c1cccs1)c1ccccc1 (stereo unspecified)	u	x
CN(C(=S)NC(=O)c1ccc(Cl)cc1)C1CCCCC1	u	x
Cc1noc(C)c1Cc1c(Cl)cccc1Cl	u	x
CC1CCN(C(=O)c2ccc(-c3ccccc3Cl)o2)CC1	u	x
CN(C)c1ccc(/C=C2\SC(=S)N(Nc3ncc(C(F)(F)F)cc3Cl)C2=O)cc1	u	x
